GASC1 inh: blocks human GASC-1 (KDM4C) demethylase activity | Q9H3R0 | GST-KDM4C 2-372, H3K9me3 peptide, LANCE TR-FRET | inhibition, % at 12.5 µM | hit rate 0.15% among 96,000 | AID 720574;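 active = mean replicate inhibition above about 25%, with at least 55% of replicates also reaching it, limit read from the data, passing the limit was not always enough; inconclusive = only one of those two conditions met; inactive = neither condition met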
Target sequence (Q9H3R0 2-372 limits assumed): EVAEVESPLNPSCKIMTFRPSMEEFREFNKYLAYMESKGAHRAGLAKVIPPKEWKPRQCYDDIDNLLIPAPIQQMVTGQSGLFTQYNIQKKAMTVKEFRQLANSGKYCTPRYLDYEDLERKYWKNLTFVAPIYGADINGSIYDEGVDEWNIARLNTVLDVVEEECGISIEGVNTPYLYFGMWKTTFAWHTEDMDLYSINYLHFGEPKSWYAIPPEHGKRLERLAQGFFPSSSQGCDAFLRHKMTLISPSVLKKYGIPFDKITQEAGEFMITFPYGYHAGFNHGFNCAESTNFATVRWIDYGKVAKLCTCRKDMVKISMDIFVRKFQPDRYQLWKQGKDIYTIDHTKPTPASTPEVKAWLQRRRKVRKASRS
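System: N-terminal GST-fused human GASC-1 (KDM4C) fragment, residues 2-372; amount: enzyme final amount 10 nM; incubation: reaction 30 min RT, detection step 1 h RT; medium: HEPES buffer, pH 7.5, plus ascorbate; technique: LANCE TR-FRET, Eu antibody, ULight-streptavidin, EDTA, ex 340 nm, em 618/671 nm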
C diff growth: C. difficile growth inhibition. hit rate 0.25% among 86,000. growth activity, negative = inhibition, % at 16 µg/mL (by protocol). Clostridium difficile clinical isolate growth, OD600, 24 h; hits give low values;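 active = mean growth activity at or below -80% and every replicate also at or below -80%; inconclusive = mean at or below -80% but some replicate above -80%; inactive = mean growth activity above -80%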;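 also: 0% = DMSO wells and -100% = levofloxacin 16 µg/mL wells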
T cruzi growth: blocks T. cruzi growth in NIH3T3 culture | T. cruzi beta-gal in NIH3T3, GalScreen luminescence, 90 h | inhibition, % at 8.34 µM | hit rate 5.9% among 77,000 | AID 624255;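 active = mean inhibition above about 93%, with at least 55% of replicates each passing it, limit read from the data, passing the limit was not always enough; inconclusive = only one of those two conditions holds; inactive = neither condition holds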
Pf Dd2 inh: P. falciparum Dd2 growth inhibition; SYBR Green, 72 h; hits give low values; activity change, % at 10 µM; hit rate 2.3% among 94,000; AID 1159554; in the data active = activity change below about -80%; inconclusive = no clear call, values can overlap the other calls
* hit, by the source's call; ? = inconclusive; . = not tested or not shown; & = joins results of further samples.

molecule	GASC1 inh	C diff growth	T cruzi growth	Pf Dd2 inh
COc1ccc(S(=O)(=O)N(C)C[C@@H]2Oc3ccc(NC(=O)c4ccncc4)cc3CC(=O)N([C@H](C)CO)C[C@H]2C)cc1	-0.9	2	36	44
COc1ccc2c3c(n(C)c2c1)[C@@H](CO)N(C(=O)c1ccccc1)CC31CN(C(C)=O)C1	0.0	-1	.	31
COc1cccc(CN2[C@@H](CO)[C@@H](c3ccccc3)C23CN(C(=O)C2CCCCC2)C3)c1	-1.6	13	.	0
C[C@H](CO)N1C[C@H](C)[C@@H](CN(C)CC2CCCCC2)Oc2ccc(NS(=O)(=O)c3cccs3)cc2CC1=O	-1.0	-13	38	-8
C[C@@H]1CCCCO[C@@H](CN(C)Cc2ccccc2)[C@H](C)CN([C@@H](C)CO)C(=O)c2cc(NC(=O)Nc3ccccc3)ccc2O1	-1.0	.	.	-70
C[C@H]1CCCCO[C@H](CN(C)C(=O)c2ccccc2)[C@@H](C)CN([C@@H](C)CO)C(=O)c2cc(NC(=O)CCC(F)(F)F)ccc2O1	7.1	7	-40	-25
C[C@@H]1CN([C@H](C)CO)C(=O)c2cc(NC(=O)Cn3cnnn3)ccc2O[C@H]1CN(C)Cc1ccc(Cl)c(Cl)c1	0.1	-3	-15	4
CO[C@H]1CN(C)C(=O)c2cc(NS(=O)(=O)c3ccccc3C)ccc2OC[C@H](C)N(S(C)(=O)=O)C[C@H]1C	1.3	.	-9	-19
O=C(Nc1ccccc1)N1CC(=O)N2[C@H](CO)[C@H](c3ccc(C#CC4CCCC4)cc3)[C@@H]2C1	-1.4	23	.	-47
O=C(Nc1ccccc1F)N1CC(=O)N2[C@H](C1)[C@H](c1ccc(C#CC3CCCC3)cc1)[C@@H]2CO	-0.7	-10	.	-9
C[C@@H]1CN([C@H](C)CO)S(=O)(=O)c2ccc(-c3cccc(F)c3)cc2O[C@H]1CN(C)S(=O)(=O)c1ccc(F)cc1	-0.4	14	118*	-17
CC(C)NC(=O)N[C@@H]1CC[C@H](CCNC(=O)C2CCC2)O[C@H]1CO	6.4	2	.	4
C[C@H](CO)N1C[C@H](C)[C@@H](CN(C)C(=O)CN(C)C)Oc2cc(C3=CCCCC3)ccc2S1(=O)=O	1.4	0	52	-56
COc1ccc(NC(=O)N(C)C[C@H]2OCCCC[C@@H](C)Oc3ccc(NC(=O)CCCN(C)C)cc3C(=O)N([C@@H](C)CO)C[C@@H]2C)cc1	15	0	-10	1
C[C@@H]1CN([C@@H](C)CO)C(=O)c2cc(NS(=O)(=O)c3cccs3)ccc2O[C@@H]1CN(C)S(=O)(=O)c1ccccc1	-1.6	-11	31	6
COc1cccc(C#Cc2ccc([C@H]3[C@H]4CN(C(=O)Cc5cccnc5)CC(=O)N4[C@H]3CO)cc2)c1	-1.0	4	.	-32
N#C[C@H]1[C@H](c2ccccc2)[C@@H](CO)N1C(=O)Nc1cccc(F)c1	0.0	27	36	27
C/C=C/c1ccc([C@H]2[C@H]3CN(Cc4ccc(C(=O)OC)cc4)CC(=O)N3[C@H]2CO)cc1	-0.6	6	.	-5
O=C(NCC[C@@H]1CC[C@H](NC(=O)c2ccc3c(c2)OCO3)[C@@H](CO)O1)Nc1cc(F)ccc1F	0.8	.	18	2
CC(C)NC(=O)Nc1ccc2c(c1)C(=O)N(C)[C@H]1CC[C@H](CC(=O)NCc3ccc(F)cc3)O[C@H]1CO2	-0.3	31	-15	.
Cc1ccc(S(=O)(=O)N(C)C[C@H]2Oc3ccc(NS(=O)(=O)c4cccs4)cc3CC(=O)N([C@H](C)CO)C[C@@H]2C)cc1	-3.0	2	74	-49
Cc1noc(C)c1NC(=O)N[C@@H]1C=C[C@H](CC(=O)Nc2ccc(-c3ccccc3)cc2)O[C@@H]1CO	-2.1	-2	.	13
COc1ccc(S(=O)(=O)Nc2ccc3c(c2)CC(=O)N([C@H](C)CO)C[C@@H](C)[C@H](CN(C)C(=O)Nc2c(C)noc2C)O3)cc1	-1.2	-4	-10	16
C[C@H]1CN([C@@H](C)CO)C(=O)Cc2cc(NS(=O)(=O)c3cccs3)ccc2O[C@H]1CN(C)Cc1ccc(C(=O)Nc2ccccc2N)cc1	3.4	-6	.	-57
O=C(C[C@H]1C=C[C@H](NC(=O)Nc2ccc3c(c2)OCO3)[C@H](CO)O1)NCc1ccc(Cl)cc1	1.3	.	59	-11
FC(F)(F)c1ccccc1CN1[C@@H]2CNC[C@H]1C2c1ccc(-c2ccncc2)cc1 (some centres undefined)	0.4	0	.	-7
C[C@@H]1CCCCO[C@@H](CN(C)C(=O)CCCN(C)C)[C@@H](C)CN([C@H](C)CO)C(=O)c2cc(NC(=O)Nc3ccc(C(F)(F)F)cc3)ccc2O1	0.1	.	50	24
Cc1noc(C)c1NC(=O)Nc1ccc2c(c1)C(=O)N([C@@H](C)CO)C[C@H](C)[C@@H](CN(C)S(=O)(=O)c1cn(C)cn1)OCCCC[C@@H](C)O2	2.1	-8	23	31
COCC#Cc1ccc2c(c1)O[C@H](CN(C)C(=O)NC(C)C)[C@H](C)CN([C@H](C)CO)S2(=O)=O	1.4	-1	-29	.
CC(C)(O)C#Cc1ccc([C@@H]2[C@H](CO)N3CCCCN(C(=O)c4ccncc4)C[C@@H]23)cc1	0.8	-7	37	33

Sorted by number of heavy atoms (largest number first): part of the list above
molecule	GASC1 inh	C diff growth	T cruzi growth	Pf Dd2 inh
C[C@H]1CN([C@@H](C)CO)C(=O)Cc2cc(NS(=O)(=O)c3cccs3)ccc2O[C@H]1CN(C)Cc1ccc(C(=O)Nc2ccccc2N)cc1	3.4	-6	.	-57
C[C@@H]1CCCCO[C@@H](CN(C)Cc2ccccc2)[C@H](C)CN([C@@H](C)CO)C(=O)c2cc(NC(=O)Nc3ccccc3)ccc2O1	-1.0	.	.	-70
C/C=C/c1ccc([C@H]2[C@H]3CN(Cc4ccc(C(=O)OC)cc4)CC(=O)N3[C@H]2CO)cc1	-0.6	6	.	-5

(list continues)
molecule	GASC1 inh	C diff growth	T cruzi growth	Pf Dd2 inh
Cc1ccc(S(=O)(=O)Nc2ccc3c(c2)C(=O)N([C@H](C)CO)C[C@H](C)[C@H](CN(C)S(=O)(=O)c2c(C)noc2C)O3)cc1	0.1	-6	13	-6
CN1C(=O)c2cc(NS(C)(=O)=O)ccc2OC[C@H]2O[C@H](CC(=O)NCc3ccccc3)CC[C@@H]21	-1.1	-4	-36	8
O=C(C[C@@H]1CC[C@H](NC(=O)C2CC2)[C@@H](CO)O1)Nc1nccs1	-2.5	0	.	42
COc1ccc(C#Cc2ccc([C@H]3[C@H](CO)N4CCCCN(C(=O)Nc5ccccc5F)C[C@@H]34)cc2)cc1	-2.9	-8	84	-75
COc1cccc(-c2ccc3c(c2)[C@@H]2[C@@H](CCN2C(=O)C2CC2)[C@H](CO)N3)c1	-1.4	3	.	-75
CCNC(=O)C[C@H]1CC[C@@H]2[C@H](COc3ccc(NS(C)(=O)=O)cc3C(=O)N2C)O1	-0.7	-2	9	9
O=C(C[C@@H]1CC[C@H]2[C@@H](COC[C@@H](O)CN2Cc2nccs2)O1)NCc1ccc(Cl)cc1	2.5	.	11	6
O=C(C[C@H]1C[C@H]2c3cc(NC(=O)c4ccc5c(c4)OCO5)ccc3O[C@H]2[C@H](CO)O1)NC1CCCC1	-0.4	.	2	-10
O=C(C[C@H]1C=C[C@H](NS(=O)(=O)c2ccc(F)cc2)[C@@H](CO)O1)NC1CCC1	-0.9	-1	.	-10
Cc1ccccc1-c1ccc([C@@H]2[C@@H](CO)N3CCCCN(C(=O)c4cccnc4)C[C@H]23)cc1	-0.3	-7	34	13
N#C[C@@H]1[C@@H](c2ccc(C#CC3CCCCC3)cc2)[C@H](CO)N1S(=O)(=O)c1ccccc1	-2.9	-28	79	-67
COc1cccc(NC(=O)N(C)C[C@H]2Oc3cc(-c4ccccc4F)ccc3S(=O)(=O)N([C@@H](C)CO)C[C@@H]2C)c1	-0.4	-3	85	-52
C[C@@H]1CN([C@@H](C)CO)C(=O)c2cccc(NC(=O)C3CC3)c2O[C@@H]1CN(C)S(=O)(=O)c1ccc(Cl)cc1	1.9	-1	36	-18
C[C@@H]1CN([C@@H](C)CO)C(=O)c2cc(NC(=O)Nc3ccccc3)ccc2O[C@@H](C)CCCCO[C@H]1CN(C)C(=O)C1CCCCC1	-0.5	-2	92	-49
CN(C)C(=O)C[C@H]1CC[C@H]2[C@@H](COC[C@@H](O)CN2Cc2ccc(C(F)(F)F)cc2)O1	0.7	2&-8	13	7
C[C@@H]1CN([C@H](C)CO)C(=O)c2cc(C#CCc3ccccc3)cnc2O[C@H]1CN(C)C(=O)C1CCC1	0.7	2	67	-87*
CCCNC(=O)C[C@H]1CC[C@H]2[C@@H](COC[C@@H](O)CN2C(=O)Nc2cccc(Cl)c2)O1	0.2	23&11	.	6
C[C@H]1CN([C@@H](C)CO)C(=O)c2cc(NC(=O)Nc3ccc(C(F)(F)F)cc3)ccc2O[C@H]1CN(C)C(=O)Nc1ccc(F)cc1	0.1	7	61	-44
CCCC#Cc1ccc2c(c1)O[C@@H](CN(C)S(C)(=O)=O)[C@@H](C)CN([C@H](C)CO)S2(=O)=O	41*	12	48	22
COc1cccc(NC(=O)C[C@H]2CC[C@H]3[C@H](COc4ccc(NC(=O)C5CCOCC5)cc4C(=O)N3C)O2)c1	3.9	-5	-14	18
CN(C)C(=O)C[C@H]1C[C@H]2c3cc(NC(=O)CC4CC4)ccc3O[C@H]2[C@H](CO)O1	0.4	.	-50	26
C[C@H](CO)N1C[C@H](C)[C@@H](CN(C)Cc2ccc(C(F)(F)F)cc2)OCCCC[C@H](C)Oc2ccc(NC(=O)Nc3cccc4ccccc34)cc2C1=O	-3.1	-3	?	14

Arranged by the number under T cruzi growth (largest number first): six of the compounds above
Structure	T cruzi growth
C[C@@H]1CN([C@H](C)CO)C(=O)c2cc(C#CCc3ccccc3)cnc2O[C@H]1CN(C)C(=O)C1CCC1	67
CN(C)C(=O)C[C@H]1CC[C@H]2[C@@H](COC[C@@H](O)CN2Cc2ccc(C(F)(F)F)cc2)O1	13
O=C(C[C@@H]1CC[C@H]2[C@@H](COC[C@@H](O)CN2Cc2nccs2)O1)NCc1ccc(Cl)cc1	11
COc1cccc(NC(=O)C[C@H]2CC[C@H]3[C@H](COc4ccc(NC(=O)C5CCOCC5)cc4C(=O)N3C)O2)c1	-14
CN1C(=O)c2cc(NS(C)(=O)=O)ccc2OC[C@H]2O[C@H](CC(=O)NCc3ccccc3)CC[C@@H]21	-36
CN(C)C(=O)C[C@H]1C[C@H]2c3cc(NC(=O)CC4CC4)ccc3O[C@H]2[C@H](CO)O1	-50

Compounds listed so far containing a cyano group (2):
molecule	GASC1 inh	C diff growth	T cruzi growth	Pf Dd2 inh
N#C[C@H]1[C@H](c2ccccc2)[C@@H](CO)N1C(=O)Nc1cccc(F)c1	0.0	27	36	27
N#C[C@@H]1[C@@H](c2ccc(C#CC3CCCCC3)cc2)[C@H](CO)N1S(=O)(=O)c1ccccc1	-2.9	-28	79	-67
